procasp3 activ = activators of human procaspase-3 D3A mutant, primary screen, biochemical, absorbance, PC-3 D3A mutant, single concentration; recombinant procaspase-3 D3A, Ac-DEVD-pNA absorbance 405 nm; activation, % at 8.5 µM; 0.11% of 330,000 active; AID 463141, 2010;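 active = activation above the mean of all tested compounds plus 3 SD, cut at about 21% in these data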;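 note: 0% = DMSO alone and 100% = DMSO wells spiked with extra 5 µM PC-3 D3A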
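Technique: 405 nm absorbance of p-nitroaniline, reads at 0 and 120 min; Test system: Procaspase-3 D3A mutant; Incubation: 1 h enzyme-compound preincubation, then 2 h substrate reaction, 25 °C; Repeats: singlicate, each compound tested once; Benchmarks: low control DMSO wells, high control DMSO plus 5 µM PC-3 D3A.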
PAFAH2 FP inh = PAFAH2 enzyme inhibitors, primary screen, biochemical, fluorescence polarization, human; inhibition, % at 3.39 µM; Platelet-activating factor acetylhydrolase 2, cytoplasmic (Homo sapiens), Q99487; 0.99% of 340,000 active; recombinant PAFAH2, FP-rhodamine activity probe;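 active = inhibition above the mean over all tested compounds plus 3 SD, cut at about 30% in these data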;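 note: inhibitors block probe labeling of enzyme so polarization drops; 0% = enzyme with DMSO and 100% = wells lacking PAFAH2 protein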
AHR activator = AHR activators, primary screen, cell-based, luminescence, luciferase reporter, human | Aryl hydrocarbon receptor (Homo sapiens), P35869 | AHR-responsive luciferase reporter cells | activation, % at 5 µM | 2.5% of 320,000 active | AID 2796, 2010; in the data active = activation above about 47%;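 note: 0% = vehicle wells and 100% = reference agonist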
PP5 primary = PP5 phosphatase inhibitors, primary screen, biochemical, fluorescence. AID 1987, 2009. Serine/threonine-protein phosphatase 5 (Homo sapiens), P53041. inhibition, % at 6.7 µM. purified PP5c, OMFP substrate fluorescence. 0.18% of 320,000 active;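 active = inhibition above the campaign's mean inhibition across all tested compounds plus 3 SD, cut at about 9.5% in these data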;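 note: 0% = DMSO only and 100% = 100 µM cantharidin control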
Target sequence (P53041 whole entry, looked up): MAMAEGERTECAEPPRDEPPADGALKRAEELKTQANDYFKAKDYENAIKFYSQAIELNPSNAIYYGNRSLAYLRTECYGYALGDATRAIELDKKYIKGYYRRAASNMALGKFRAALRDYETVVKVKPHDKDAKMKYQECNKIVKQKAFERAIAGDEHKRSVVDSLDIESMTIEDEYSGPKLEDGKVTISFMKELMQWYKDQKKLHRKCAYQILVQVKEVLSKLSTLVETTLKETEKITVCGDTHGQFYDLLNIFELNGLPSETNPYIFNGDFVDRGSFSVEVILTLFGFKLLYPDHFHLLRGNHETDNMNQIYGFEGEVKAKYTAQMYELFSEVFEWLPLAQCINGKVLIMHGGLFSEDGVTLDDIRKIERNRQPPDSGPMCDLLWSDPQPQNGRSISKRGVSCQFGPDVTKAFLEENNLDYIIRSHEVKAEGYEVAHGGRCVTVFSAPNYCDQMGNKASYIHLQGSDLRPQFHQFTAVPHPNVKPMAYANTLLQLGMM
core dimer inh = inhibitors of HCV core protein dimerization, primary screen, biochemical, TR-FRET, high-throughput; TR-FRET GST/Flag-core106 dimerization, 1536-well; inhibition, % at 5 µM; 0.33% of 300,000 active; AID 1899, 2009;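 active = inhibition above the mean of all tested compounds plus 3 SD, set per screening campaign, cut at about 45% in these data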
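test system = GST/Flag-tagged HCV core106 proteins | probe or stimulus = Eu donor and XL665 acceptor anti-tag antibodies | times = compound-protein-antibody incubation 4 h at 22.5 °C | signal = TR-FRET, excitation 340 nm, emission 617 and 671 nm | measure = percent inhibition of core106 dimerization signal | controls = wells lacking GST-core106 and wells with excess unlabelled core106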
Fh CTSL1 inh = Fasciola hepatica cathepsin L1 inhibitors, primary screen, counter-screen for PFM18AAP inhibitor project, biochemical, QFRET, fluorogenic peptide substrate; 0.49% of 300,000 active; inhibition, % at 5.96 µM; AID 1906, 2009; recombinant F. hepatica cathepsin L1, Z-Leu-Arg-MCA fluorescence;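 active = inhibition above the mean of all tested compounds plus 3 SD, set per screening campaign, cut at about 17% in these data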;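 note: 0% = plate median of test compound wells and 100% = 1 µM Z-Phe-Ala-diazomethylketone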
PP1 inh = PP1-alpha phosphatase inhibitors, primary screen, counter-screen for PP5 inhibitor project, biochemical, fluorescence, OMFP substrate, single point. 0.9% of 320,000 active. purified PP1alpha. inhibition, % at 6.7 µM. Serine/threonine-protein phosphatase PP1-alpha catalytic subunit (Homo sapiens), P62136;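 active = inhibition above the mean inhibition of all tested compounds plus 3 SD, computed separately for each screening campaign, cut at about 15% in these data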
procasp7 counter = procaspase-7 activators, primary screen, counter-screen for procaspase-3 activator project, biochemical, absorbance, HTS, human | recombinant procaspase-7, Ac-DEVD-pNA absorbance 405 nm; D23A/D198A/D206A triple mutant, cannot self-cleave; scale: DMSO 0, 5 µM enzyme 100 | Caspase-7 (Homo sapiens), P55210 | 0.093% of 330,000 active | activation, % at 8.5 µM;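 active = percent activation above the screen-wide mean plus 3 SD, cut at about 25% in these data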
Target sequence (P55210 whole entry D23A/D198A/D206A): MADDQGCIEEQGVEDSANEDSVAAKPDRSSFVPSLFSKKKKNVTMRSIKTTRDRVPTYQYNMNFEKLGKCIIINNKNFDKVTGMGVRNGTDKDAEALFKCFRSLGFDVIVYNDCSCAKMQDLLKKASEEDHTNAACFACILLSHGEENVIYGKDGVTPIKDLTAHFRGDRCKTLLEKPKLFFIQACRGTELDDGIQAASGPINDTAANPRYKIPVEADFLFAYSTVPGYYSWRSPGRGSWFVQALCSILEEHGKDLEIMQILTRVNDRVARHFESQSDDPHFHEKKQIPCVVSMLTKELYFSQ
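System: Uncleavable procaspase-7 mutant enzyme; Amount: 2 µM procaspase-7 mutant as dispensed; Schedule: 1 h compound preincubation, 2 h substrate cleavage, 25 °C; Measured by: 405 nm absorbance of p-nitroaniline; Evaluation: percent activation from buffer-corrected 0–120 min absorbance change; Control set: low DMSO alone, high DMSO plus 5 µM PC-7.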
TPT1 inh = Candida albicans TPT1 enzyme inhibitors, primary screen, biochemical, fluorescence polarization | AID 1962, 2009 | recombinant caTPT1, FP RNA substrate dephosphorylation | inhibition, % at 5 µM | tRNA 2'-phosphotransferase TPT1 (Candida albicans SC5314) | 0.81% of 300,000 active;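 active = inhibition above the mean of all tested compounds plus 3 SD, set per screening campaign, cut at about 24% in these data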;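 note: plate controls were DMSO alone for no effect and ferristatin control at 100 nM for full effect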
Starred values were filed as active, the others as inactive; . = no result given.

canonical_smiles	procasp3 activ	PAFAH2 FP inh	AHR activator	PP5 primary	core dimer inh	Fh CTSL1 inh	PP1 inh	procasp7 counter	TPT1 inh
Cc1cc(Cl)cc(C)c1OCCOCCNCc1ccccc1	4	6	0	3.8	-6	1	0	1	3
COc1ccc(N(C(=O)CNC(=O)c2ccco2)C(C(=O)NC2CCCC2)c2ccc(C)o2)cc1 (stereo not given)	3	-9	2	0.5	5	3	-2	-8	0
O=C(NCCN1CCOCC1)c1cccn2c(=O)c3c4c(sc3nc12)CCCC4	5	.	54*	-0.4	4	-2	-3	1	2
CC1CC(C)CN(S(=O)(=O)c2ccc3c(c2)C(C)(C)C(=O)N3C)C1 (stereo not given)	4	1	-3	1.0	8	2	1	13	-5
COc1ccc(NC(=O)c2ccc(Cl)nc2)cc1S(=O)(=O)N1CCCCC1	1	-1	121*	1.8	7	-6	0	10	2
C=CCSc1nnc(-c2sc(-c3ccccc3)nc2C)n1C	-3	0	0	3.5	1	0	0	12	-2
COc1ccccc1/C=N/NC(=O)CNC(=O)c1ccc(S(=O)(=O)N2CCCC2)cc1	3	4	6	1.9	4	-4	-9	0	4
CC(C)(C)c1ccc(OCC(=O)Nc2cccc(S(=O)(=O)NC3=NCCCCC3)c2)cc1	0	-4	-1	3.3	.	.	1	2	.
C=CC[C@H](CC(=O)N(CCO)Cc1ccccc1)C(=O)N[C@H](COC(=O)[C@@H](CC=C)Cc1ccc(F)cc1)Cc1ccccc1	-2	-1	1	.	.	.	.	8	.
Cn1cccc1/C=C1\SC(=O)N(CC(=O)Nc2ccc(F)cc2)C1=O	-3	0	-1	0.3	1	3	1	-1	2
COc1ccc(-n2nc(C(=O)O)c3ccccc3c2=O)cc1	0	7	1	-0.7	0	1	1	1	-2
CCOc1ccc(NC(=O)C2CCCN2C(=O)NC2CCCCC2)cc1 (stereo not given)	-3	-5	0	2.6	3	-4	0	15	0
C(=N\N=C\c1ccccc1)/c1ccccc1	-9	2	-4	3.6	-9	-1	-4	8	1
CCOc1cc(/C=C/c2nc3ccccc3s2)ccc1OCC(=O)N1CCOCC1	-1	1	-1	0.4	-1	-1	-5	7	1
CCn1nnc(NC(=O)c2cc3ccccc3o2)n1	6	0	3	0.1	-1	-1	-4	-8	0
COc1ccc(Nc2nc(NCCO)nc(OC)n2)cc1	-5	6	38	0.0	3	2	1	-1	-4
Cc1ccc(C)c(-c2csc(-c3cccnc3)n2)c1	-3	-2	-1	3.4	-6	5	-1	0	4
NCCCC[C@@H]1NC(=O)c2cc([N+](=O)[O-])cc(I)c2SC[C@@H](C(=O)NCC(N)=O)NC(=O)CNC1=O	2	-1	1	0.3	-31	7	-2	-9	-1
CCn1nc(C)c(/C=N/NC(=O)Cn2nc(C)cc2C)c1C	3	-12	4	0.1	2	5	-1	-1	1
Cc1ccc(C(=O)Nc2ccc(C(=O)N/N=C/c3cccnc3)cc2)cc1	6	19	4	4.3	0	6	9	-6	3
COc1cc(/C=C2\SC(=S)N(CC(=O)NC3=NCCS3)C2=O)cc(OC)c1OC	3	-11	0	0.1	-7	2	-3	-9	2
O=C(NCCOc1ccc(Cl)cc1)C(=O)NCC1CCCO1 (stereo not given)	-3	2	2	-0.6	1	2	-1	8	0
Cc1nc2ccccc2n1CCOc1ccc([N+](=O)[O-])cc1	-1	-3	-3	2.2	2	-4	0	-6	-2
O=S(=O)(c1c(F)cccc1F)C1CCN(S(=O)(=O)c2ccc3c(c2)OCCO3)CC1	4	-18	2	.	.	.	.	10	.
CCn1c(=O)n(CC)c2cc(S(=O)(=O)N3CCc4ccccc43)ccc21	6	-22	4	5.8	-1	0	-3	6	3
COCCN(C(=O)c1sc2ccccc2c1Cl)c1c(N)n(CC(C)C)c(=O)[nH]c1=O	4	4	0	2.4	.	.	5	-5	.
COc1ccc(-c2nc(-c3ccc(C(=O)O)cc3)no2)cc1	4	-7	2	0.8	2	-3	-4	3	-2
Cc1cccc(N2CC(C(=O)Nc3nnc(SCCN4CCOCC4)s3)CC2=O)c1 (stereo not given)	0	12	2	2.5	36	4	1	-10	11
CCCCc1n[nH]c(=S)n1Cc1ccccc1	-10	4	-1	1.1	-5	-2	-7	-14	4
COc1ccc2c(c1OC)C(=O)OC2CC(=O)c1ccc2c(c1)OCO2 (stereo not given)	1	4	-1	0.1	-1	-1	-3	4	-7
Cc1cccn2c(=O)c3cc(C#N)c(=O)n(CCCN4CCOCC4)c3nc12	-9	1	2	1.1	15	4	0	-11	-5
Cc1c(C#N)c(=O)c(-[n+]2ccccc2)c([S-])n1-c1ccc(Cl)cc1	-2	0	4	0.8	4	7	-2	-10	3
COc1ccc(C2/C=C\CN(S(=O)(=O)c3ccc(C)cc3)CC(=O)N2Cc2ccc(F)cc2)cc1 (stereo not given)	-8	0	-1	3.0	21	-4	4	4	0
Cc1cc(C(=O)OCC(=O)NCCc2ccccc2)c(C)o1	-4	12	-1	0.1	-1	-1	-3	0	2
COC(=O)c1c(C)[nH]c(C(=O)CN2CCOCC2)c1C	3	3	1	-1.7	0	-5	-2	6	-4
COc1ccc(N2C(=O)CSC2c2ccccc2F)c(OC)c1 (stereo not given)	4	-2	1	2.8	4	-1	-2	-1	-4
Fc1ccc2c(c1)C(c1ccncc1)=NNC(c1ccc(Cl)cc1)=N2	4	0	24	3.9	-8	1	4	1	-2
COc1ccc(CNC(=S)Nc2ccc3nc(N4CCOCC4)cc(C)c3c2)cc1	0	1	3	0.2	5	-1	1	-4	-4
Cc1ccc2c(c1)/C(=N/OS(=O)(=O)c1ccccc1)CCS2	1	2	5	-2.7	0	-4	-3	6	1
O=C(c1ccccc1)N1CC(COc2ccccc2)OC(c2ccco2)O1 (stereo not given)	-7	3	-1	4.5	0	4	3	1	6
Cc1cc(C)c(N2C(=O)C3C4CC(=O)C(c5ccccc54)C3C2=O)c(C)c1 (stereo not given)	2	1	3	-1.8	-1	-3	-1	-2	-2
O=C(Cn1c(NCCO)nc2ccccc21)NCC1CCCO1 (stereo not given)	1	-5	-2	-2.4	0	0	-2	9	2
CN(C(=O)CSc1nc2ccc([N+](=O)[O-])cc2s1)C1CCS(=O)(=O)C1 (stereo not given)	0	-4	5	-0.9	-1	5	-3	1	0
C=CCNC(=O)C12CC3(C)CC(C)(CC(C)(C3)C1)C2	3	-1	7	-0.2	-2	0	2	-1	-3
O=C(CSc1nc2ccccc2c(=O)n1CC1CCCCC1)N1CCOCC1	3	2	0	1.1	7	1	2	-6	3
Cc1ccc(C(=O)CC2(O)C(=O)Nc3ccccc32)s1 (stereo not given)	-2	2	4	-0.1	0	0	-2	5	2
COc1ccc(C(=O)Nc2ccc(O)c3ccccc23)cc1OC	-10	2	13	1.7	-4	-1	-3	-12	2
CC1(C)C(=O)Nc2ccccc2N1C(=O)c1ccc([N+](=O)[O-])cc1	-1	-9	6	-2.5	-8	7	-3	0	0
Cc1n[nH]c(C)c1S(=O)(=O)N1CCCC(C(=O)NCc2ccccc2Cl)C1 (stereo not given)	4	5	-2	1.9	-5	-2	4	17	2
CC(=O)Nc1nnc(SCc2ccccc2F)s1	0	1	7	0.9	-6	0	0	-14	0
O=C(Nc1ccc2c(c1)OCCO2)c1cccc(S(=O)(=O)N2CCOCC2)c1	4	4	14	5.6	0	3	-3	0	-1
Cc1nc(NC(=O)C23CCC(C)(C(=O)O2)C3(C)C)sc1C (stereo not given)	0	-4	18	0.2	0	-2	0	-3	-6
CCN(CC)S(=O)(=O)c1cccc(-c2nnc(SCC(=O)NC3CCCC3)n2N)c1	-2	1	-1	-2.1	2	-3	-2	14	0
COC(=O)c1ccc(C)c(NC(=O)CN2C(=O)c3ccccc3S2(=O)=O)c1	1	3	3	-1.3	0	-1	0	9	-3
CCOc1ccc(CCNC(=O)Cn2cccc2C(=O)c2ccccc2C)cc1OCC	-9	4	1	1.6	7	5	-2	1	-4
CNC[C@@H]1Oc2c(NS(C)(=O)=O)cccc2C(=O)N([C@@H](C)CO)C[C@H]1C	2	-1	-1	.	.	.	.	1	.
Cc1cc(OCC(=O)N(C)Cc2ccccc2)ccc1Cl	9	3	-2	-0.4	-2	2	-4	-5	2
Cc1ccc(S(=O)(=O)CCC(=O)OCC(=O)c2c[nH]c3ccccc23)cc1	10	4	11	-0.9	7	-50	-2	0	1
CCCCCCC[N+](CC)(CC)CCCCc1ccc(Cl)cc1	-3	-2	-1	-1.9	-3	3	2	0	-1
Cc1cc(C)c(NC(=O)CN(C)C(=O)CCC(=O)c2ccc(C)s2)c(C)c1	4	1	1	1.4	.	.	-1	-5	.

Further structures
canonical_smiles	procasp3 activ	PAFAH2 FP inh	AHR activator	PP5 primary	core dimer inh	Fh CTSL1 inh	PP1 inh	procasp7 counter	TPT1 inh
COC(=O)N/N=C/c1cccc([N+](=O)[O-])c1	-16	-1	1	-0.6	4	-1	-3	4	-4
COc1ccc(N2Cc3ccccc3C2=NC(=O)c2cccc([N+](=O)[O-])c2)cc1	-6	-1	13	2.0	12	-3	-1	-4	2
Cc1ccc(OCCC(=O)OCC(=O)NC2CCCC(C)C2C)cc1 (stereo not given)	1	-3	0	.	.	.	.	-13	.
COc1ccc(NC(=O)CN(C)C(=O)c2cn(-c3ccccc3)nc2-c2ccc(OC)cc2)cc1	1	0	0	4.2	.	.	1	5	.
CCOc1ncccc1C(=O)N1CCN(Cc2ccc3c(c2)OCO3)CC1	-4	-3	4	2.6	-5	-1	-2	3	-1
O=S(=O)(Nc1ccc(Br)cn1)c1ccc2ccccc2c1	-3	5	0	1.0	8	1	-2	-12	2
O=C(COC(=O)/C=C/c1ccccc1)NC1CC1	-3	54*	1	3.0	.	.	2	0	.

Screening data deposited in PubChem BioAssay by The Scripps Research Institute Molecular Screening Center.
